SIRT5 inh: SIRT5 desuccinylase inhibitors, primary screen, biochemical, fluorescence imaging, single point, set 5; Purified SirT5, succinyl-peptide AMC, trypsin-coupled fluorescence; inhibition, % at 15 µM; hit rate 1.1% among 330,000; in the data active = inhibition above about 15%; inconclusive = no clear call, values can overlap the other calls
Target sequence (Q9NXA8 whole entry, looked up): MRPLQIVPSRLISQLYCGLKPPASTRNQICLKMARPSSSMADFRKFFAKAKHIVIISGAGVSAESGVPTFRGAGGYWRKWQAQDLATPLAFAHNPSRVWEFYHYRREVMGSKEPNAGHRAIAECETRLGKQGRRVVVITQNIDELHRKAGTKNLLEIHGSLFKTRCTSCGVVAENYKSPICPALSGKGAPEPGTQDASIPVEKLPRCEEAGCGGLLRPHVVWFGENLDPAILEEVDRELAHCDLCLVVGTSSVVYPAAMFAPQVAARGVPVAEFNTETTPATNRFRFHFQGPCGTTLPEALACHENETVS
ERp5 inh: inhibitors of ERp5-driven insulin aggregation, primary screen, biochemical, turbidity, absorbance 650 nm, single point; inhibition, % at 9.99 µM; hit rate 0.05% among 350,000; 90 min;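 active = mean replicate inhibition above about 25%, with every replicate also reaching it, limit read from the data, passing the limit was not always enough; inconclusive = only one of those two criteria met; inactive = neither criterion met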
Target sequence (Q15084 whole entry, looked up): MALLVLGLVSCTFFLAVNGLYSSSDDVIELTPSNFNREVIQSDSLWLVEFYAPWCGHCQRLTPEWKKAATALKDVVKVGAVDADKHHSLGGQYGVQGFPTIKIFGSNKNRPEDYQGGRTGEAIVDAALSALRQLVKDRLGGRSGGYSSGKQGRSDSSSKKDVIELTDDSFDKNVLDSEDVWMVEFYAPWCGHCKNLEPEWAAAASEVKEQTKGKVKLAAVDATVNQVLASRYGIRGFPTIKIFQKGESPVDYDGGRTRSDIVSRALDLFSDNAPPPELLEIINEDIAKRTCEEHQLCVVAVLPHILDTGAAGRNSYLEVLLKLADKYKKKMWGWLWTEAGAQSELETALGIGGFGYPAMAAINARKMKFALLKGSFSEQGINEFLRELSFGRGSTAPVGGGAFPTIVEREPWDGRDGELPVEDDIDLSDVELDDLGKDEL
PglD inh: C. jejuni PglD acetyltransferase inhibitors, primary screen, biochemical, DTNB colorimetric, single point; UDP-N-acetylbacillosamine N-acetyltransferase PglD (Campylobacter jejuni); purified PglD enzyme, DTNB colorimetric CoA detection; inhibition, % at 12.5 µM; hit rate 0.098% among 360,000; AID 602405, 2012; in the data active = inhibition above about 16%, passing the limit was not always enough; inconclusive = no clear call, values can overlap the other calls; also: strong numbers were not always called active
DENV2 CPE rescue: inhibitors of DENV2 cytopathic effect, primary screen, cell-based, plate reader, single concentration | DENV2-infected cells, cytopathic effect rescue | CPE inhibition, % at 9.99 µM | hit rate 1.7% among 350,000 | AID 651640, 2012; in the data active = CPE inhibition above about 20%, passing the limit was not always enough; inconclusive = no clear call, values can overlap the other calls; tested in BHK-21 cells;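 also: 0% = median of neutral control wells and 100% = median of positive control wells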
E-selectin induc: E-selectin induction in HUVECs, primary screen, imaging, HUVEC, immunofluorescence imaging, single point; P16581; normalized: neutral wells 0, TNF-alpha wells 100; activation, % at 7.58 µM; hit rate 0.37% among 260,000;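 active = mean E-selectin-positive cell signal at least 10% of the positive control, reached in at least 60% of replicates, without over 20% cell loss; inconclusive = no rule given, readout overlaps actives, possibly toxicity-flagged; inactive = the rest, including those meeting only one limit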;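 also: in these data hits start at about 27%; measured in HUVEC primary endothelial cells; signal is the percent of cells scored E-selectin positive by PE staining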
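System: HUVEC, human umbilical vein endothelial cells; quantity: 3,000 cells/well; buffer or medium: EGM-2 medium, gelatin-coated wells; dosing: single-point compound dose; detection: immunofluorescence imaging; evaluation: % PE-positive cells; benchmarks: TNF-alpha, DMSO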
C2C12 statin: suppressors of statin myotoxicity in C2C12 myotubes, primary screen, cell-based, single point, plate reader. rescue of ATP level, % at 7.49 µM. AID 602340, 2012. C2C12 myotubes + simvastatin, ATP luminescence, 48 h; scaled: DMSO 0, geranylgeraniol control 100. hit rate 0.78% among 330,000;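 active = mean ATP rescue above about 67%, or every replicate alone reaching that limit, limit read from the data, passing the limit was not always enough; inconclusive = no clear call, values can overlap the other calls; inactive = mean under the limit and some replicate under it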;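 also: myotubes were challenged with 10 µM simvastatin during compound exposure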
S100A4 inh HTS: inhibitors of S100A4-myosin IIA peptide binding, primary screen, biochemical, fluorescence polarization, TAMRA-MyoIIA peptide; Protein S100-A4 (Homo sapiens), P26447; inhibition, % at 10.7 µM; hit rate 0.14% among 360,000; AID 652163, 2013;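 active = mean inhibition of at least 70% across replicates, with every replicate also reaching that level; inconclusive = mean inhibition reaches 70% but some replicates fall short; inactive = mean inhibition below 70%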
Target sequence (P26447 whole entry, looked up): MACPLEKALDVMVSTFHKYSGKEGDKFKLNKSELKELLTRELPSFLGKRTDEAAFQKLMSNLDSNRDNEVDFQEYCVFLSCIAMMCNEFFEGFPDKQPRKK
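Material: human S100A4 monomer with TAMRA-labelled myosin IIA peptide; buffer or medium: HEPES pH 7.2 with CaCl2, KCl, NaCl, DTT, Triton; compound dosing: one concentration per compound; schedule: 5 min incubation before reading; benchmarks: neutral control DMSO, positive control TFP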
* hit, by the source's call; ? = inconclusive; . = not tested or not shown. Not all compounds are listed; count on the stated rates, not on these rows.

compound | SIRT5 inh | ERp5 inh | PglD inh | DENV2 CPE rescue | E-selectin induc | C2C12 statin | S100A4 inh HTS
O=C(NCCN1CCOCC1)[C@]1(Cc2ccccc2)N=C(c2ccc(OCCCO)cc2)O[C@@H]1c1ccccc1 | -5 | -2 | 2 | 0 | . | . | 7
CCN1CCCc2cc(CN(CCN3CCOCC3)C(=S)Nc3cccc(Cl)c3)ccc21 | -2 | 4 | -4 | 2 | . | -6 | -14
Cc1cccc(C)c1NC(=O)CN(C)CC(=O)N1CC(=O)Nc2ccccc21 | -2 | -1 | . | -6 | 2.2 | 3 | -16
C[N+]1(CC(O)c2ccccc2)CCCCCC1 (centres undefined) | -1 | 4 | -2 | -6 | . | 0 | 4
Nc1cc(=O)n(Cc2ccccc2)c(N)c1C(=O)NCc1ccccc1 | . | -3 | . | 6 | -0.1 | . | -5
COc1cc2c(cc1OC)C(NC(=O)C(F)(F)F)CNC2=O (centres undefined) | -1 | 0 | . | 3 | 1.5 | . | -1
O=C(CSc1nnc2ccc(-c3ccco3)nn12)Nc1ccccc1F | -1 | 4 | . | -7 | 1.4 | . | 3
CC(C)c1ccc(CCNC(=O)c2cccc(S(=O)(=O)N3CCN(C)CC3)c2)cc1 | 0 | -2 | -4 | -3 | . | . | 16
CCN(CC)c1ccc(/C=N/NC(=O)CCC(=O)NCc2ccccc2)c(O)c1 | 0 | 7 | . | -2 | . | . | -3
CN(Cc1ccccc1)C(=O)CCC1CCN(C(=O)CC2=CCCCC2)CC1 | -4 | 7 | -3 | -7 | -0.2 | -31 | -2
C/C=C/c1ccc2c(c1)O[C@H](CN(C)S(C)(=O)=O)[C@@H](C)CN([C@H](C)CO)S2(=O)=O | -3 | 24 | 0 | 2 | -0.5 | . | -7
CC1(C)Cc2ccccc2C(C(Cc2ccccc2)C(N)=O)=N1 (centres undefined) | -1 | -2 | 0 | 2 | 0.3 | -3 | -3
Cc1ccc(-n2ncc(C(=O)NC3CC3)c2C2CCN(C(=O)OC(C)(C)C)CC2)c(C)c1 | 1 | -3 | 0 | 10 | . | 5 | -8
COc1ccc(CCNC(=O)CN2C(=O)COc3ccc(S(=O)(=O)N4CCCC4)cc32)cc1OC | 1 | 5 | -1 | -1 | . | 9 | -1
COc1ccc(Cl)cc1S(=O)(=O)N1CCC(C(=O)NC2CC2)CC1 | -5 | 1 | 6 | 13 | -0.1 | -2 | 13
CC(C)(C)c1cc(C(=O)N2CCc3ccccc3C2)ccn1 | -7 | 5 | 0 | 1 | . | 4 | 0
CCC(C)(C)NC(=O)C(c1ccc(F)cc1)N(CCOC)C(=O)CCC(=O)Nc1nccs1 (centres undefined) | -2 | -5 | 12 | ? | . | -1 | -2
CCCCn1c(N)c(N(CCOC)C(=O)CSCc2ccccc2C)c(=O)[nH]c1=O | -6 | -2 | 4 | 1 | . | -4 | -16
O=C(CCc1ccccc1)N1CCCC(Nc2ccc(F)cc2)C1 (centres undefined) | 5 | 4 | -2 | 1 | -1.1 | . | 1
Cc1cc(C)c2[nH]c(O)c(N=NC(=S)NCC3CCCO3)c2c1 (centres undefined) | . | . | 0 | . | -1.3 | -7 | .
CN1CCN(c2ccccc2NC(=O)c2ccccc2F)CC1 | . | 4 | 1 | 3 | -2.6 | -6 | -5
CN(C)C(=O)C[C@H]1C=C[C@@H](NC(=O)C2CC2)[C@H](CO)O1 | -1 | -5 | -1 | 4 | -0.1 | -1 | 0
COc1ccc(CC(NC(C)=O)C(=O)NC2CCN(c3c(Cc4ccccc4)c(C)nc4ncnn34)CC2)c(OC)c1 (centres undefined) | 3 | -1 | . | 5 | . | . | -4
Cc1cc(C)c(NC(=O)CNC(=O)[C@@H]2CCCN2C(=O)c2cccs2)c(C)c1 | 2 | -1 | -3 | -10 | -0.8 | 5 | 4
C[C@@H]1CN([C@H](C)CO)C(=O)c2cc(-c3ccc(C#N)cc3)cnc2O[C@H]1CN(C)C(=O)CC1CC1 | -3 | 4 | 2 | 4 | -0.2 | 3 | 5
CCCNC(=O)Nc1ccc2c(c1)C(=O)N(C)C[C@H](OC)[C@@H](C)CN(S(C)(=O)=O)[C@@H](C)CO2 | 2 | . | . | 2 | -0.1 | . | 16
O=C(C[C@@H]1CC[C@@H](NC(=O)CN2CCOCC2)[C@H](CO)O1)NC1CCC1 | -2 | 5 | 1 | 0 | -0.4 | 6 | -10
N#CCCN(Cc1ccccc1)C(C(=O)NC1CCCCC1)c1ccnc2ccccc12 (centres undefined) | 8 | 6 | -3 | 15 | -1.9 | -9 | -2
CC(=O)c1ccc(S(=O)(=O)NCCC(=O)NC(C)c2ccncc2)cc1 (centres undefined) | -8 | -14 | 0 | -3 | -0.2 | -6 | 2
O=C(Cc1n[nH]c(=O)c2ccccc12)Nc1cccc(S(=O)(=O)N2CCCC2)c1 | -5 | 3 | -4 | 0 | -1.0 | 8 | -2

Other records
Structure	SIRT5 inh	ERp5 inh	PglD inh	DENV2 CPE rescue	E-selectin induc	C2C12 statin	S100A4 inh HTS
COC(=O)CSc1nnc(CNC(=O)Cc2ccccc2)n1C	-4	6	1	-7	.	-4	-2
O=C1NC(=O)/C(=C\c2ccc(OCc3cnc(Cl)s3)cc2)S1	-16	-3	.	-3	.	.	-3
C[C@@H]1CN([C@H](C)CO)C(=O)c2cc(NC(=O)Nc3ccccc3)ccc2O[C@H]1CN(C)Cc1ccccc1	15	2	0	?	-0.1	-57	-6
COc1ccc(NC(=O)N(C)C[C@@H]2OCCCC[C@H](C)Oc3ccc(NC(=O)C4CCCCC4)cc3C(=O)N([C@H](C)CO)C[C@H]2C)cc1	4	12	3	-4	0.0	.	4
COc1ccc(NC(=O)Nc2ccc3c(c2)CC(=O)N([C@@H](C)CO)C[C@H](C)[C@H](CN(C)S(=O)(=O)c2ccccc2)O3)cc1	6	0	.	-3	-16	-13	7
CC(C)C(OC(=O)CCCC(=O)Nc1nccs1)C(=O)NC1CCCCC1 (centres undefined)	.	-3	.	-6	.	.	0
Cc1noc(C)c1S(=O)(=O)Nc1ccc2c(c1)C(=O)N([C@@H](C)CO)C[C@@H](C)[C@@H](CN(C)Cc1ccc(C(F)(F)F)cc1)OCCCC[C@H](C)O2	3	12	2	-8	-0.1	.	-7
CC(=O)Nc1ccc(NC(=O)C(C)OC(=O)CCCc2c[nH]c3ccccc23)cc1 (centres undefined)	-3	1	-3	5	-0.2	-4	-2
CC(Sc1nc(-c2ccco2)nc2c1c(=O)n(C)c(=O)n2C)C(=O)O (centres undefined)	5	5	6	1	.	.	7
CC=Cc1ccc2n(c1=O)C[C@H]1[C@H](CO)[C@@H](C(=O)N3CCCCC3)N(C(=O)CC)[C@@H]21 (mixture of isomers)	-1	0	4	-5	0.3	2	29
C[C@@H]1CN([C@@H](C)CO)C(=O)c2cc(NC(=O)Nc3ccc(C(F)(F)F)cc3)ccc2O[C@H]1CN(C)Cc1ccc(C(F)(F)F)cc1	3	2	-1	-21	0.8	-90	-18
CCO/C=C1\N=C(c2ccc(F)cc2)OC1=O	1	9	-1	-5	.	.	-3
Cc1cc(C)nc(SCc2cc(=O)c(OC(=O)c3ccco3)co2)n1	0	2	.	.	.	.	20
Cc1ccc(C2=NN(C(=O)CSc3nc4ncc(Cl)cc4[nH]3)C(c3ccco3)C2)cc1 (centres undefined)	-2	0	.	13	.	.	1
Cc1ccc(C(=O)NC(=S)Nc2cccnc2Cl)cc1	3	1	-3	4	0.0	-6	0
CCOc1ccc(NC(=O)COC(=O)CCS(=O)(=O)c2ccc(C)cc2)cc1	-5	7	.	10	.	.	2
COc1cc(C2c3cc4c(cc3OC(C)(N3CCCC3)C2C)OCO4)cc(OC)c1OC (centres undefined)	1	-1	.	-4	0.4	.	-18
COCC(=O)Nc1ccc2c(c1)C(=O)N(C)[C@H]1CC[C@H](CC(=O)NCc3ccccc3F)O[C@H]1CO2	-2	-2	0	-7	0.1	23	-3
C[C@@H]1CN([C@H](C)CO)S(=O)(=O)c2ccc(-c3cccc(F)c3)cc2O[C@@H]1CN(C)C	-4	-1	1	5	-0.7	-23	-7
CC1CCCN(CC(=O)Nc2cc(Cl)ccc2Oc2ccccc2)C1 (centres undefined)	-3	-1	-3	0	.	-2	-1
CO[C@@H]1CN(C)C(=O)c2ccc(NC(=O)NC(C)C)cc2OC[C@H](C)N(CCC(F)(F)F)C[C@H]1C	8	0	0	13	0.0	-19	-11
COCc1ccc(CN2CCC(n3nccc3NC(=O)C(OC)c3ccccc3)CC2)o1 (centres undefined)	0	15	3	0	.	.	-2
CCn1nc(NC(=O)Cc2ccc(OC)cc2)c2cc3cc(C)ccc3nc21	-4	-4	2	13	.	.	-2
Cc1ccsc1-c1nc(CN2CCCC2c2ccc(F)cc2)c(C)o1 (centres undefined)	-1	2	.	-2	1.9	.	-1
CCOC(CNC(=O)CN1C(=O)COc2ccc(S(=O)(=O)N3CCCC3)cc21)OCC	-3	5	-3	-3	.	26	0

Among those listed so far, 4 contain a CF3 group:
Structure	SIRT5 inh	ERp5 inh	PglD inh	DENV2 CPE rescue	E-selectin induc	C2C12 statin	S100A4 inh HTS
COc1cc2c(cc1OC)C(NC(=O)C(F)(F)F)CNC2=O (centres undefined)	-1	0	.	3	1.5	.	-1
Cc1noc(C)c1S(=O)(=O)Nc1ccc2c(c1)C(=O)N([C@@H](C)CO)C[C@@H](C)[C@@H](CN(C)Cc1ccc(C(F)(F)F)cc1)OCCCC[C@H](C)O2	3	12	2	-8	-0.1	.	-7
C[C@@H]1CN([C@@H](C)CO)C(=O)c2cc(NC(=O)Nc3ccc(C(F)(F)F)cc3)ccc2O[C@H]1CN(C)Cc1ccc(C(F)(F)F)cc1	3	2	-1	-21	0.8	-90	-18
CO[C@@H]1CN(C)C(=O)c2ccc(NC(=O)NC(C)C)cc2OC[C@H](C)N(CCC(F)(F)F)C[C@H]1C	8	0	0	13	0.0	-19	-11

A stretch from further up, as a working copy:
Structure	SIRT5 inh	ERp5 inh	PglD inh	DENV2 CPE rescue	E-selectin induc	C2C12 statin	S100A4 inh HTS
O=C(NCCN1CCOCC1)[C@]1(Cc2ccccc2)N=C(c2ccc(OCCCO)cc2)O[C@@H]1c1ccccc1	-5	-2	2	0	.	.	7
CCN1CCCc2cc(CN(CCN3CCOCC3)C(=S)Nc3cccc(Cl)c3)ccc21	-2	4	-4	2	.	-6	-14

Screening results from PubChem.
